# RXFP1 antagonist: qHTS Assay for Antagonists of the Relaxin Receptor RXFP1; Relaxin receptor 1 (Homo sapiens), Q9HBX9; HEK293-RXFP1, relaxin-stimulated cAMP HTRF, 30 min; active compounds read low; activity change, negative = inhibition, % at 57.5 µM; 350,000 tested, 0.59% active;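 active = activity change of -60% or lower, but not beyond a set lower limit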; note: % is set by controls: 0 for no effect and ±100 for the full control effect
# Target sequence (Q9HBX9 whole entry, looked up): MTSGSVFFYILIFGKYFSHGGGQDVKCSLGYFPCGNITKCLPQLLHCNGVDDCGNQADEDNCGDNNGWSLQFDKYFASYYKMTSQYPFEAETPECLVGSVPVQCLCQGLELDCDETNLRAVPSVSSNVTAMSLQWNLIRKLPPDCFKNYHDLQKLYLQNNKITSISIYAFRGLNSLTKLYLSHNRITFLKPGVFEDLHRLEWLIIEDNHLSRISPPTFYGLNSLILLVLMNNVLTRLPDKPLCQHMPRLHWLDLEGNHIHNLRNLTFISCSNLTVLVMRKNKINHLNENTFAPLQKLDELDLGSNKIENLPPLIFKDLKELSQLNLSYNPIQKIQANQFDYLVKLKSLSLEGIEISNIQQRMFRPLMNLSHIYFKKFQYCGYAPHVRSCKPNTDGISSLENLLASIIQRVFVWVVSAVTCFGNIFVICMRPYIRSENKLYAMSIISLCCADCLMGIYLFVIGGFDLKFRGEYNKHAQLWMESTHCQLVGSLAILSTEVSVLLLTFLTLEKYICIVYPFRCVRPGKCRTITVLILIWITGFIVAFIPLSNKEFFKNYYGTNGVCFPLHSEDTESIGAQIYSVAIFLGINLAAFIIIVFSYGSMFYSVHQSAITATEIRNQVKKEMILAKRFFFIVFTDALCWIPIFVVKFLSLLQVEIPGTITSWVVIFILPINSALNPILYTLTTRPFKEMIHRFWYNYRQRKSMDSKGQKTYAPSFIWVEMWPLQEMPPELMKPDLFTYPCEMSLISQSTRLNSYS
# D2 agonist: HTS Assay for Allosteric Agonists of the Human D2 Dopamine Receptor: Primary Screen for Agonists. 340,000 tested, 0.53% active. HEK293 T-REx D2 cells, calcium flux agonist mode. activation, % at 2 µM. AID 485358, 2010. D(2) dopamine receptor (Homo sapiens), P14416;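 active = activation over 3 SD above normal in the single-dose calcium agonist read, cut at about 30% in these data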; note: 0% is about no effect
#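 Agonism is scored from calcium flux in a force-coupled, inducible HEK293 cell line expressing D2, read kinetically for 180 s after compound addition against dopamine controls.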
# TRHR enhancer: qHTS for Small Molecule Agonists and Allosteric Enhancers of Human TRH Receptor: Primary Screen for Enhancers; Thyrotropin-releasing hormone receptor (Homo sapiens), P34981; 360,000 tested, 0.66% active; enhancement, % at 2 µM; TRHR cells, fluo-8 calcium fluorescence, EC20 TRH enhancement; in the data active = enhancement above about 30%; note: 0% is about no effect
#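 TRHR-expressing cells loaded with fluo-8 calcium dye were read kinetically (ex 480/em 530) during compound addition, then stimulated with an EC20 of TRH (10 nM final). Enhancement of the Gq-mediated intracellular calcium response was scored.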
# D2 potentiator: HTS Assay for Positive Allosteric Modulators of the Human D2 Dopamine Receptor: Primary Screen for Potentiators; D(2) dopamine receptor (Homo sapiens), P14416; potentiation, % at 10 µM; HEK293 T-REx D2, calcium flux, EC20 dopamine potentiation; 340,000 tested, 0.34% active;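 active = potentiation over 3 SD above the plate norm, cut at about 30% in these data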; note: 0% is about no effect
#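 Potentiation of an EC20 dopamine calcium response is measured in a force-coupled, tetracycline-inducible Hek293 Trex D2 line. Compound-only kinetic reads over 180 s flag agonists before dopamine addition.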
# D1 antag: Antagonist of Human D 1 Dopamine Receptor: qHTS | HEK293 TREx D1 cells, calcium flux, dopamine EC80; active compounds read low | activity change, negative = inhibition, % at 10 µM | 360,000 tested, 3.2% active | AID 504652, 2011; in the data active = activity change below about -30%; note: % is set by controls: 0 for no effect and ±100 for the full control effect
#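 HEK293 T-REx cells expressing inducible, force-coupled D1 receptor; no-wash Ca dye, 30–90 min RT. Cmpd → 180 s read at 1 Hz → EC80 DA → 180 s read.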
# D1 agonist: Allosteric Agonists of the Human D1 Dopamine Receptor: qHTS. HEK293 T-REx D1 cells, calcium flux, agonist mode. activation, % at 2 µM. 360,000 tested, 1% active. AID 504660, 2011; in the data active = activation above about 30%; note: 0% is about no effect
#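 Agonism was scored from calcium flux recorded over 180 s (1 read/s) after pintool compound addition, following a 10-cycle baseline. Cells were inducible force-coupled HEK293 TREx D1, plated overnight at 30 C and loaded with no-wash calcium dye.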
# D2 antag: HTS Assay for Allosteric Antagonists of the Human D2 Dopamine Receptor: Primary Screen for Antagonists. D(2) dopamine receptor (Homo sapiens), P14416. HEK293 TREx D2 cells, calcium flux, dopamine EC80. inhibition, % at 10 µM. 340,000 tested, 2% active. AID 485344, 2010; in the data active = inhibition above about 30%; note: 0% is about no effect
#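 Read-out: kinetic calcium fluorescence (1 cycle/s) in inducible HEK293 T-REx D2 cells after an EC80 dopamine addition that followed 180 s compound preincubation. Loss of the dopamine response indicates antagonism.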
# RXFP1 agonist: qHTS Assay for Agonists of the Relaxin Receptor RXFP1; Relaxin receptor 1 (Homo sapiens), Q9HBX9; HEK293T-RXFP1 cAMP TR-FRET, 30 min; response scale: percent of porcine relaxin response, buffer zero; Potency, µM (highest dose often 57.5 µM), without a hit: at the top dose activation, most hits filed as activators; 370,000 tested, 0.3% active; AID 2676, 2010; active = well fitted activation curve with a large enough effect; note: potency is the fitted concentration of half-maximal effect; % is set by controls: 0 for no effect and ±100 for the full control effect; nearly all actives have a fitted effect of over 60% in size; many of its hits are not listed in these tables
#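 cAMP rise read by TR-FRET after 30 min, 37C compound exposure (up to 58 uM) in RXFP1-transfected HEK293 cells with Ro 20174 present. EC50 from Hill-equation fits, with 29 nM porcine relaxin as 100% and buffer as basal.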
# D1 PAM: Potentiators of Human D1 Dopamine Receptor: qHTS. D(1A) dopamine receptor (Homo sapiens), P21728. HEK293 TREx D1 cells, calcium flux, dopamine EC20 potentiation. potentiation, % at 10 µM. 360,000 tested, 0.036% active; in the data active = potentiation above about 30%; note: 0% is about no effect
# The depositor's hits bear a star; x = no result given. Some of the compounds tested; the hit share may differ from the screen's.
SMILES,RXFP1 antagonist,D2 agonist,TRHR enhancer,D2 potentiator,D1 antag,D1 agonist,D2 antag,RXFP1 agonist,D1 PAM
O=C(c1cccs1)N1N=C(c2ccc(O)cc2)CC1c1ccccc1 (configuration not stated),-1.5,-1.2,-1.9,-0.3,-0.1,2.3,3.5,-0.9%,-2.2
O=C(c1ccc(F)cc1)c1cn(Cc2ccc(F)cc2)c2cc3c(cc2c1=O)OCCO3,x,0.4,1.7,-2.1,-6.1,-0.4,2.8,29.3%,0.1
CC1Cc2nc(SCC(=O)Nc3ccccc3F)n(C)c(=O)c2S1 (configuration not stated),6.1,-0.7,2.5,1.2,-1.2,3.2,-23.6,1.2%,-2.6
COc1ccc(CN(CC(=O)NC2CCCC2)C(=O)CCC(=O)Nc2nc(C)cs2)cc1,34.1,-0.7,18.4,-7.8,-4.6,0.6,-19.6,1.3%,0.8
Cc1cccc(C(C)n2nnc3ccccc32)c1O (configuration not stated),x,-1.2,-1.5,-10.0,-11.9,4.6,6.7,-0.4%,-4.2
O=C(OCC(=O)N1CCCC1)c1ccc(Cl)nc1,-0.9,0.6,2.8,0.5,3.9,6.1,-5.6,0.3%,2.1
CC12CCC(C(=O)N3CCN(C(c4ccccc4)c4ccccc4)CC3)(OC1=O)C2(C)C (configuration not stated),4.6,1.4,1.5,5.3,-9.4,1.5,-14.9,0.4%,-0.6
Cc1cccc(C(=O)NCC(=O)OCC(=O)N2CCCCC2)c1,-4.5,-0.5,4.0,9.9,8.3,1.8,20.4,1.3%,-6.1
COc1cccc(C(=O)NC(=O)Nc2ccc(-c3cc(C(F)(F)F)nn3-c3ccccc3)cc2)c1,-5.1,0.2,2.0,x,0.6,-1.2,x,-1.5%,-2.5
Cc1nc2[nH]c(=S)n(C)c(=O)c2nc1C,2.2,4.9,-0.5,4.1,4.7,2.8,-10.1,3.2%,-2.1
Cc1ccc(Cl)cc1-n1ncc2c(NNC(=O)c3ccco3)ncnc21,-7.8,-0.1,2.1,4.4,-0.9,3.6,11.7,0.7%,4.0
Cn1ncc(C(=O)N2CCN(c3ccccc3F)CC2)c1C1CCN(C(=O)OC(C)(C)C)CC1,-8.9,-1.1,-2.1,5.5,17.0,-0.3,x,0.1%,2.6
COCCCNC(=O)CCn1c(=O)c2ccccc2n(CC(=O)Nc2c(C)cc(C)cc2C)c1=O,x,0.1,-13.3,-2.6,-1.6,12.5,x,1.3%,-1.0
CCOC(=O)c1cnc2ccc(OCC)cc2c1NCc1ccccc1,x,-0.1,4.5,-1.2,-31.9*,10.5,25.2,7.8%,-10.6
COC(=O)C1=C(C)N(c2ccccc2)C(=S)NC1c1ccccc1C(F)(F)F (configuration not stated),2.1,0.3,-2.0,3.2,0.6,2.7,-7.4,3.2%,2.1
COc1cccc(C(=O)NCC(c2cccs2)N2CCOCC2)c1 (configuration not stated),-10.3,x,21.3,x,43.0,5.5,x,-0.1%,x
CCOC(=O)C1(Cc2ccc(Cl)cc2)CCN(CCCn2cccn2)CC1,9.5,1.0,-4.8,10.9,-8.3,0.2,-2.7,-0.2%,-2.2
O=C(Nc1cccc(C(=O)NC2CC2)c1)c1ccc(F)c(S(=O)(=O)N2CCOCC2)c1,-9.6,0.3,1.4,8.0,1.6,1.1,-7.9,0.5%,-13.1
CCCNC(=O)Nc1ccc(NC(C)=O)cc1,-1.6,0.1,10.2,1.1,-6.5,0.7,-3.0,-0.1%,-0.1
Cc1ccc(-c2nc3ccccc3[nH]2)cc1N,-2.9,0.2,1.0,-7.2,-6.8,-0.9,-1.1,-0.5%,-2.4
CC(Oc1ccc(Cl)cc1Cl)c1ccn[nH]1 (configuration not stated),-9.9,0.9,-2.3,-5.0,-2.8,2.2,-0.2,-0.7%,0.7
CC(=O)Nc1ccc(OCc2ccc3c(c2)OCO3)cc1,1.8,-0.4,-0.3,9.0,-1.5,6.3,-1.3,3.1%,-2.9
Cc1nn(C)c(C)c1S(=O)(=O)N1CCC(C(=O)NC2CCCCCC2)CC1,x,1.1,-3.3,1.2,-8.8,-0.9,32.7*,-1.3%,-3.3
O=C(CCN1CCN(Cc2ccccc2)CC1)NNC(=O)Nc1cccc(C(F)(F)F)c1,-3.7,0.6,7.7,-17.5,-0.2,0.8,12.0,4.6%,-0.7
COc1ccc(/C=C/C(=O)c2ccccc2)cc1Cn1nnc2ccccc21,-3.3,0.7,-6.3,8.0,-30.7*,3.2,7.3,0.1%,-2.0
CCCNC(=O)Cn1cc(S(=O)(=O)N2CCCC2)c(S(=O)(=O)N2CCCC2)c1,32.5,0.4,0.2,-3.1,-20.9,2.7,37.5*,16.3%,-1.7

# Arranged by number of heavy atoms (smallest number first): seven of the compounds above.
SMILES,RXFP1 antagonist,D2 agonist,TRHR enhancer,D2 potentiator,D1 antag,D1 agonist,D2 antag,RXFP1 agonist,D1 PAM
CC(Oc1ccc(Cl)cc1Cl)c1ccn[nH]1 (configuration not stated),-9.9,0.9,-2.3,-5.0,-2.8,2.2,-0.2,-0.7%,0.7
O=C(c1cccs1)N1N=C(c2ccc(O)cc2)CC1c1ccccc1 (configuration not stated),-1.5,-1.2,-1.9,-0.3,-0.1,2.3,3.5,-0.9%,-2.2
Cc1ccc(Cl)cc1-n1ncc2c(NNC(=O)c3ccco3)ncnc21,-7.8,-0.1,2.1,4.4,-0.9,3.6,11.7,0.7%,4.0
COC(=O)C1=C(C)N(c2ccccc2)C(=S)NC1c1ccccc1C(F)(F)F (configuration not stated),2.1,0.3,-2.0,3.2,0.6,2.7,-7.4,3.2%,2.1
O=C(Nc1cccc(C(=O)NC2CC2)c1)c1ccc(F)c(S(=O)(=O)N2CCOCC2)c1,-9.6,0.3,1.4,8.0,1.6,1.1,-7.9,0.5%,-13.1
CC12CCC(C(=O)N3CCN(C(c4ccccc4)c4ccccc4)CC3)(OC1=O)C2(C)C (configuration not stated),4.6,1.4,1.5,5.3,-9.4,1.5,-14.9,0.4%,-0.6
COc1cccc(C(=O)NC(=O)Nc2ccc(-c3cc(C(F)(F)F)nn3-c3ccccc3)cc2)c1,-5.1,0.2,2.0,x,0.6,-1.2,x,-1.5%,-2.5
